# High-throughput results: PubChem BioAssay, several laboratories
# LRH-1 inv ag – suppresses constitutive activity of human LRH-1. O00482. HEK293T StAR-luciferase reporter, LRH-1 transfected, 24 h. inhibition, % at 3.6 µM. actives 0.13% (n = 360,000);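 active = inhibition above the mean inhibition of all tested compounds plus 3 SD, cut at about 73% in these data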;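 note: 0% = DMSO wells and 100% = reporter-only cells lacking LRH-1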
# Target sequence (O00482 whole entry, looked up): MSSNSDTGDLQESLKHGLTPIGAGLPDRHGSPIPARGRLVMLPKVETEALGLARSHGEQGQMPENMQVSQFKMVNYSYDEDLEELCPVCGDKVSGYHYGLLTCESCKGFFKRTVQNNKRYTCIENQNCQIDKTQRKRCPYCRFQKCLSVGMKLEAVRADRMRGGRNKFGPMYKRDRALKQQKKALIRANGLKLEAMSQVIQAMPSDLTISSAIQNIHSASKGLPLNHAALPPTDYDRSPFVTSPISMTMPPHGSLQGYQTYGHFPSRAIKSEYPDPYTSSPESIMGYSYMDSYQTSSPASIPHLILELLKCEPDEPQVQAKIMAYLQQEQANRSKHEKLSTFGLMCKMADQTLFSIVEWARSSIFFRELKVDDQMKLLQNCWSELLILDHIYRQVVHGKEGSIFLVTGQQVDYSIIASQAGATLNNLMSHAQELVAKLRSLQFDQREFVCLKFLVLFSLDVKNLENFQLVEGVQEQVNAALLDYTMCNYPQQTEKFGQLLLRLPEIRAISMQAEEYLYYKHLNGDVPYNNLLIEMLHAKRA
# NCOA2 inhibitor – human SRC2 (NCOA2) inhibition; Q15596; HEK293 GAL4-SRC2 luciferase reporter, luminescence; inhibition, % at 9 µM; actives 0.17% (n = 370,000); AID 651957;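 active = inhibition above the mean inhibition of all tested compounds plus 3 SD, set per campaign, cut at about 52% in these data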;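 note: 0% = DMSO treated cells and 100% = cells given Gossypol at 36 µM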
# COUP-TFII inh – NR2F2 (human) inhibition, primary screen; P24468; inhibition, % at 8.6 µM; HEK293T NGFI-A luciferase reporter, luminescence; actives 0.7% (n = 370,000);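 active = inhibition above a per-plate cutoff, mean inhibition of test wells between control levels plus 3 SD, cut at about 38% in these data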;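 note: cells cotransfected with COUP-TFII expression vector driving the NGFI-A reporter; 0% = median of COUP-TF2 test wells and 100% = reporter-only cells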
# Target sequence (P24468 whole entry, looked up): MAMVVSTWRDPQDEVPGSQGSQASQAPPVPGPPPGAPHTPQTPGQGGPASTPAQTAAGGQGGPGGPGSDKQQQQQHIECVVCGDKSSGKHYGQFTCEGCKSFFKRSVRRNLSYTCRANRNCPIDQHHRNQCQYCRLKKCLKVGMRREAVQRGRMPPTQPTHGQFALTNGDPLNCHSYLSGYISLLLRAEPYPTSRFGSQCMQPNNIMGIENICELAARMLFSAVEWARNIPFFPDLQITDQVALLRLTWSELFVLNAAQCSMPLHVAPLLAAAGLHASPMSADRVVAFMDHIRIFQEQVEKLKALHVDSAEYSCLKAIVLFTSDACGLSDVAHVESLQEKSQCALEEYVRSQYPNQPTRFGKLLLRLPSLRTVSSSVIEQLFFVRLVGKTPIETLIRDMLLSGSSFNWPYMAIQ
# TRAIL sens C8 – caspase-8 TRAIL sensitization; inhibition (viability loss, TRAIL sensitization), % at 10 µM; NB7+C8 cells + TRAIL, ATPlite viability luminescence; actives 1% (n = 360,000);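 active = compounds causing at least 50% loss of cell viability in the single-dose screen, relative to plate controls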
# SRC3 inh – inhibits human SRC3 coactivator | actives 0.17% (n = 360,000) | inhibition, % at 3.6 µM | AID 588352 | Q9Y6Q9 | HEK293 GAL4-SRC3 luciferase reporter, luminescence;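 active = inhibition above a per-campaign cutoff, the mean of all compounds plus 3 SD, cut at about 60% in these data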;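 note: 0% = DMSO-treated cells and 100% = gossypol-treated cells at 36 µM; higher means less SRC3-driven luciferase light from the GAL4 reporter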
# KKLEB cytotox – reduces viability of KKLEB cystic fibrosis airway cells; KKLEB CF airway cells viability, ATPlite luminescence, overnight; active compounds read low; cells stimulated with P. aeruginosa culture filtrate; activity change (cytotoxicity), % at 5 µM; actives 0.36% (n = 360,000);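 active = corrected activity change at or below -50% at 5 µM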
# CF NFkB inh – cystic fibrosis NF-kB activation inhibition | KKLEB NF-kB-GFP reporter, PAF-induced, GFP fluorescence overnight | inhibition, % at 5 µM | actives 0.86% (n = 360,000);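 active = at least 50% inhibition at 5 µM, scaled per plate between neutral and stimulator controls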;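 note: PAF is a Pseudomonas aeruginosa culture filtrate used as stimulus; plate controls were PAF-stimulated DMSO wells for no effect and unstimulated DMSO wells for full effect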
# EBV LMP1 NFkB – reduces LMP1-driven NF-kappaB luciferase signal; LMP1-induced NF-kappaB luciferase reporter cells, luminescence; inhibition, % at 12.5 µM; actives 0.69% (n = 350,000); in the data active = inhibition above about 41%; inconclusive = no clear call, values can overlap the other calls;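 note: 0% = neutral control wells and 100% = reference inhibitor control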
# TWEAK Fn14 block – blocks TWEAK-Fn14 interaction in a reporter cell assay. TWEAK-stimulated Fn14 reporter cells, luciferase luminescence, 8 h. inhibition, % at 10 µM. actives 2% (n = 360,000); in the data active = inhibition above about 50%
# TROY NFkB inh – blocks TROY-dependent signaling in reporter cells; Q293 LMP1-TROYcd NF-kB luciferase reporter, 4 h; actives 0.98% (n = 360,000); inhibition, % at 10 µM;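 active = compounds whose plate-normalised and pattern-corrected inhibition of the luciferase reporter signal at the single screening dose is 50% or more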
# SRC1 inh – human NCOA1 inhibition. Q15788. HEK293 GAL4-SRC1 luciferase reporter, luminescence. inhibition, % at 3.6 µM. actives 0.12% (n = 360,000). AID 588354;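 active = inhibition above the campaign mean plus 3 SD, with each screening campaign given its own cutoff, cut at about 60% in these data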;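 note: 0% = DMSO treated cells and 100% = gossypol at 36 µM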
# Starred values were filed as active, the others as inactive; u = inconclusive; x = not tested or not shown.
SMILES,LRH-1 inv ag,NCOA2 inhibitor,COUP-TFII inh,TRAIL sens C8,SRC3 inh,KKLEB cytotox,CF NFkB inh,EBV LMP1 NFkB,TWEAK Fn14 block,TROY NFkB inh,SRC1 inh
COc1ccccc1C(=O)NNC(=O)c1ccccc1[N+](=O)[O-],9,0,10,-3,-3,11,2,-3,-4,-12,-24
O=C(CSc1nnnn1C1CCCCC1)Nc1ccc(F)cc1,14,12,-5,-2,5,-7,4,-4,-8,-6,-6
O=C(O)COc1ccc(/C=C/c2nc(-c3ccccc3O)n[nH]2)cc1,-4,-29,2,7,-3,-6,7,4,14,-7,-12
O=C(CSc1nc(O)c(Cc2ccccc2)c(=O)[nH]1)N1CCOCC1,-14,2,14,-8,8,15,9,0,9,9,-6
O=C(O)c1[nH]c2ccc(Cl)cc2c1CC(=O)N1CCN(c2ccccc2)CC1,-13,6,7,-7,-7,7,-11,5,-12,6,-18
Cc1ccccc1CNC(=O)CCn1nc(C)c2c(C)n(-c3ccccc3)nc2c1=O,5,2,-19,-5,-9,16,-6,4,4,-8,12
Cc1nccn1CCOc1ccccc1Cl,4,-26,68*,6,4,4,6,5,-3,22,-8
O=C(NC1(C(F)(F)F)NC(=O)N(C2CCCCC2)C1=O)C1CC1 (configuration not stated),-14,3,-6,-24,15,-2,15,-10,8,14,2
COC(=O)[C@@]12CCCCN1[C@H](c1ccc(-c3ccc(OC)cc3)cc1)[C@@H]1C(=O)N(C)C(=O)[C@@H]12,-28,-5,9,1,-7,7,10,6,28,24,12
C[C@H](NC(=O)c1[nH]cnc1C(=O)Nc1cccc(Cl)c1)c1ccccc1,-11,-18,-10,7,-4,-9,4,-6,19,-6,8
O=C(/C=C/c1ccc(F)cc1)NCCC1=CCCCC1,-120,-36,-34,9,-54,-1,-10,-26,-3,-82,-72
CCC1(O)C(=O)OCc2c1cc1n(c2=O)Cc2cc3c(N)cccc3nc2-1 (configuration not stated),92*,28,22,7,80*,-17,86*,73*,72*,72*,35
CC1(C(=O)NC(=S)NNC(=O)c2ccncc2)CCCCC1,6,-8,-13,31,12,-8,-5,6,27,-3,-12
CCOc1ccc(S(=O)(=O)c2c(C(=O)c3ccccc3)cnc3cc4c(cc23)OCCO4)cc1,-30,26,-8,0,17,-17,49,10,31,8,10
CCCCn1c(SCn2nnc3ccccc3c2=O)nc2cc(S(N)(=O)=O)ccc21,-2,-6,17,-12,20,9,1,-6,-5,12,10
CC(=O)Nc1ccc(NC(=O)c2cccc(Oc3ccccc3)c2)cc1,-23,21,-22,13,-3,5,3,0,-9,8,0
CCN(CC)S(=O)(=O)c1ccc(C(=O)N2CCN(c3ncccn3)CC2)cc1,10,-3,17,-9,2,-10,3,-2,8,0,-5
O=C(OCc1cc(Cl)ccc1OC(F)F)c1cncc(Br)c1,3,1,20,-6,8,4,-20,1,18,0,12
COc1cccc(CNS(=O)(=O)c2ccc(S(=O)(=O)NC3CC3)cc2)c1,7,-8,7,9,17,-7,1,1,-4,-3,-8
CC(C(=O)N1CCc2ccccc21)N1CCN(S(=O)(=O)c2ccc(C(F)(F)F)cc2)CC1 (configuration not stated),13,24,4,4,10,-3,-6,11,-4,-30,-8
O=C(CCN1C(=O)/C(=C/c2ccccc2)SC1=S)NCCc1ccc(O)cc1,-1,x,x,22,-19,-4,-3,5,-5,-19,9
CC(C)(C)OC(=O)C[C@H]1C/C=C\C[C@@H](CC(=O)N(CCO)Cc2ccccc2)C(=O)N[C@H](Cc2ccccc2)COC1=O,-9,31,18,-2,-4,8,4,3,10,-28,-22
CCCCCC(=O)N1C[C@@H](n2cc(COC(=O)c3ccccc3)nn2)[C@H](O)C[C@@H]1c1ccc(C)cc1,20,-3,21,-10,-10,-2,-14,0,-10,5,7
CCCCn1c(O)c(/C=C2\C=NN=C2c2ccccc2)sc1=S,5,-5,2,-6,11,20,32,-5,43,-8,-5
Nc1ccc2nc3c(c(Cl)c2c1)CCCC3,-23,-14,-6,-17,-16,5,16,2,-1,3,-26
CCOc1cc(N2CCOCC2)c(OCC)cc1NC(=O)Cn1[nH]c(=O)c2ccccc2c1=O,-15,-3,-12,4,9,-5,5,-13,-23,-18,2
O=C(CC[C@H]1O[C@@H](n2ccc(=O)[nH]c2=O)[C@H](O)[C@@H]1O)N1CCN(Cc2cccc3ccccc23)CC1,-20,2,-6,-3,-18,-12,-3,x,14,6,13
CCc1nc2ccc(C(=O)N3CCN(S(=O)(=O)CC)CC3)cn2c1N(C=O)CCC(C)C,5,0,-16,-5,-3,3,2,x,9,0,3
COC(=O)Cc1c(C)c2ccc(OCC(=O)N3CCOCC3)cc2oc1=O,21,-1,-5,-6,-19,0,-5,-2,-3,3,4
COc1ccc(-c2nc3ccc(Cl)cn3c2Cc2ccccc2C(F)(F)F)cc1OC,-5,1,-8,-10,15,-19,32,x,-5,-3,7
COc1ccc(OC(=O)OCc2ccccc2)cc1,0,-5,0,-16,-6,6,-33,1,-28,-31,-1
CC(C)CN(C(=O)COC(=O)c1ccccc1SCC(=O)N1CCCC1)C1CCS(=O)(=O)C1 (configuration not stated),1,11,-7,-4,-6,3,18,-4,8,5,2
CCn1c(SCC(=O)Nc2ccc3[nH]c(=O)[nH]c3c2)nnc1-c1ccccc1,3,-8,7,-6,15,13,-3,-4,2,-19,-8
COc1ccc(C(C(=O)NC2CCCCC2)N(C(=O)CCl)c2ccc(OC)cc2)cc1 (configuration not stated),2,x,x,96*,41,-81*,72*,u,64*,-8,-14
COc1cccc(CN2C(=O)[C@@H]3Cc4c([nH]c5ccccc45)C(C)(C)N3C2=O)c1,12,18,12,6,-18,-6,-1,-15,40,37,19
CC(C)COc1ccc(C(=O)OCC(=O)NCc2cccs2)cc1,-16,9,-2,25,-7,7,25,-8,24,15,-7
CCC1CCCCN1C(=O)CSc1nc(N)c(NC(=O)c2ccco2)c(=O)[nH]1 (configuration not stated),-2,-22,9,-4,6,-2,6,-8,-8,-28,5
CCC(=O)Nc1ccc(C(=O)COC(=O)C(CCSC)NC(=O)COc2ccccc2)cc1 (configuration not stated),2,9,9,-10,5,8,-4,5,-5,3,-4
CCOc1ccccc1Nc1cc2n(c(=O)n1)CCc1cc(OC)c(OC)cc1-2,-13,-27,-97,-12,-23,-20,26,15,-13,11,-25
Cc1ccccc1CC(=O)Nc1cc(C(C)(C)C)on1,0,-20,-22,10,-12,1,4,-3,2,-1,-18
CSc1nsc(SCC(=O)NCc2ccc(C)cc2)n1,5,10,-8,-1,6,-2,7,-2,7,11,-4
COc1ccc(C(=O)Nc2ccc(C)c(S(=O)(=O)N3CCOCC3)c2)cc1S(=O)(=O)N1CCCC1,6,2,11,3,-3,6,18,-1,-19,-8,9
COc1ccc(Br)cc1CN1CCN(Cc2c[nH]c3ccccc23)CC1,17,15,-7,-3,-2,-5,10,-37,12,-11,-14
CCOC(=O)Nc1ccc2nc(N3CCCCCC3)sc2c1,-42,-56,-17,19,-65,-15,1,-20,-2,-40,-82
COc1nc(C)ccc1-c1noc(-c2cccs2)n1,-141,-24,-35,21,-71,-9,-4,-20,1,-63,-102
CC(C)=NN1C(c2nonc2N)=NOC1(C)C,3,-12,18,11,8,4,-13,x,0,-3,6
Cc1cccc(-n2c(CCn3nc(C)c([N+](=O)[O-])c3C)n[nH]c2=S)c1,13,2,-7,-3,12,-16,8,-1,14,13,3
O=C(c1ccc2nc[nH]c2c1)N1CCN(c2cccc(C(F)(F)F)c2)CC1,-12,7,-10,-20,26,4,5,10,10,14,-19
C=CCN1C(=O)C(C)S/C1=N\S(=O)(=O)c1ccc(Cl)cc1 (configuration not stated),10,-16,-11,-4,-13,-1,6,-6,35,-5,12
CC(=O)Nc1cccc(-c2cc(NC(C)=O)c3ncc(-c4cccc(C(F)(F)F)c4)n3c2)c1,-9,-20,8,4,10,2,-16,x,4,-6,-3
CC1(C)CC(CC(=O)Nc2ccccc2[N+](=O)[O-])C(=O)O1 (configuration not stated),9,-10,12,-14,4,-2,4,0,-6,5,11
CN1CCN(CC(=O)NC2CCCCC2)CC1,13,-20,8,-9,0,1,8,-10,7,7,2
NC(=O)[C@@H]1CCCN1Cc1nc(Cc2ccccc2Cl)no1,12,-7,1,4,9,-3,20,-26,-2,-12,15
O=C1CC(SC(=S)C2CCCC2=O)C(=O)N1 (configuration not stated),1,-4,-16,-12,-6,-5,13,5,8,-6,-6
Brc1ccc2nc(-c3ccccc3)c(Cc3ccccc3)n2c1,-44,-52,-30,14,-38,-25,26,x,-30,-35,-39
CCOC(=O)c1[nH]c2ccc(F)cc2c1N=C(C)N(CC)CC,1,5,-14,-15,18,0,-6,2,7,3,-5
COc1ccccc1NC(=O)C1=C(C)N(c2ccccc2)C(=S)NC1c1cccc(C(F)(F)F)c1 (configuration not stated),5,-5,-11,-14,1,0,3,4,22,5,-24
COCCNc1nc(Oc2ccc(NC(C)=O)cc2)c2sc(-c3ccccc3)cc2n1,-15,-12,-10,8,-5,-13,17,x,-6,-26,-5
O=c1c(C(c2ccccc2)c2c(O)nc3n(c2=O)CCCS3)c(O)nc2n1CCCS2,8,8,3,-10,10,0,0,0,11,11,-2
O=C(CCc1nnc(CCCCc2ccccc2)o1)NCCc1cccnc1,0,-15,-2,7,1,4,29,1,-4,-5,15
# Further entries.
SMILES,LRH-1 inv ag,NCOA2 inhibitor,COUP-TFII inh,TRAIL sens C8,SRC3 inh,KKLEB cytotox,CF NFkB inh,EBV LMP1 NFkB,TWEAK Fn14 block,TROY NFkB inh,SRC1 inh
COc1ccc(-c2nc3cnccn3c2NC(C)(C)CC(C)(C)C)cc1O,20,-1,-15,12,-3,-12,13,14,-9,-8,3
Cc1ccc(S(=O)(=O)NCCC(=O)NCC(c2cccs2)N2CCOCC2)cc1 (configuration not stated),-5,-11,5,2,9,-6,16,-4,12,1,-26
O=C(Cc1ccccc1)NCC1COc2ccccc2O1 (configuration not stated),3,7,-4,-10,4,-7,2,-14,2,-2,4
O=C(NCCCNC(=O)c1ccc(Cl)cc1Cl)c1ccco1,-16,-13,1,-5,-2,-2,-11,-1,30,-7,-10
Cc1ccccc1CSc1nnc(-c2ccco2)n1Cc1ccco1,-11,-4,3,5,6,10,-14,-9,-12,-17,6
CC(NC(=O)c1sc2cc([N+](=O)[O-])ccc2c1Cl)C(C)(C)C (configuration not stated),8,-2,-7,13,3,3,6,-5,3,-17,-11

# Marked active in TWEAK Fn14 block, among the entries above:
compound,LRH-1 inv ag,NCOA2 inhibitor,COUP-TFII inh,SRC3 inh,CF NFkB inh,EBV LMP1 NFkB,TWEAK Fn14 block,SRC1 inh
CCC1(O)C(=O)OCc2c1cc1n(c2=O)Cc2cc3c(N)cccc3nc2-1 (configuration not stated),92*,28,22,80*,86*,73*,72*,35
COc1ccc(C(C(=O)NC2CCCCC2)N(C(=O)CCl)c2ccc(OC)cc2)cc1 (configuration not stated),2,x,x,41,72*,u,64*,-14
